Source: PubChem BioAssay
BLM helicase inh = inhibitors of human Bloom syndrome helicase BLM; P54132; recombinant BLM DNA unwinding, fluorescence dequenching; Potency, µM (doses to about 56.1 µM), inactives show at the highest dose activity change, negative = inhibition, actives largely listed as inhibitors; hit rate 0.2% among 350,000;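 note: plate controls were vehicle for no effect and no enzyme for full effect; nearly all actives have a fitted effect of over 35% in size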
Apoferritin bind = candidate novel general anesthetic via apoferritin binding | P02791 | apoferritin/1-aminoanthracene competitive binding, fluorescence | Potency, µM (highest dose often 77.5 µM), inactives show at the top dose activity change, negative = displacement, most hits filed as inhibitors | hit rate 0.074% among 350,000; note: nearly all actives have a fitted effect of over 20% in size
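Read-out: endpoint 1-AMA fluorescence, excitation 380 nm and emission 535 nm, after compounds sit 10 min at room temperature with 10 uM horse-spleen apoferritin in 50% saturated 1-AMA/PBS. Values come from four-parameter Hill fits.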
APEX1 inh = APE1 (human) endonuclease inhibition; hit rate 0.35% among 350,000; Potency, µM (doses to about 65.8 µM), inactives show at the top dose activity change, negative = inhibition, actives largely listed as inhibitors; recombinant APE1, TAMRA/BHQ-2 abasic DNA cleavage fluorescence;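 note: plate controls were vehicle for no effect and reference inhibitor for full effect; nearly all actives have a fitted effect of over 55% in size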
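APE1 at 0.75 nM preincubated 15 min at room temperature with compound. Reaction then started with 50 nM double-stranded THF-abasic substrate labelled with TAMRA/BHQ-2, and 525/598 nm fluorescence read kinetically. Activity taken as third-minus-first read difference, normalized to DMSO and NSC13755 controls.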
POLK inh = inhibitors of human DNA polymerase kappa. purified Pol kappa, fluorescent DNA synthesis assay, 10 min. AID 588579. hit rate 0.53% among 400,000. Q9UBT6. Potency, µM (series often up to 107 µM), without a hit: at the highest dose activity, negative = inhibition, actives largely listed as inhibitors
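Kinetic fluorescence readout at 0 and 10 min followed reaction start with substrate at 50 nM final. Beforehand, enzyme (10 nM Pol kappa) stood 15 min with compound at room temperature; buffer-only wells were negative controls.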
The depositor's hits bear a star; [ ] = another dose, or the depositor's remark. Calls come from the whole dose curve; as a rule, active = well fitted curve in the direction sought with a large enough effect; inconclusive = small, poorly fitted or top-dose-only effect, or another doubt; inactive = no such curve, though single readings can be large; an effect the other way counts as inactive or inconclusive. Unless noted, % is set by controls: 0 for no effect and ±100 for the full control effect; potency is the fitted concentration of half-maximal effect. Some of the compounds tested (hit frequency here may not be typical).

For Cc1ccc2ccccc2c1 the results were APEX1 inh 5%.
CC1CC(=O)O1 (stereo unspecified) was read as APEX1 inh 1%.
For CC(=O)[O-].CC(=O)[O-].O.O.[Cd+2] the results were APEX1 inh 0.79µM*.
Screening C=CCBr returned APEX1 inh 3%.
`Cc1ccc(OP(=O)(Oc2ccc(C)cc2)Oc2ccc(C)cc2)cc1` gave APEX1 inh -7%.
`FC(F)(F)c1ccc(Cl)cc1` gave APEX1 inh 1%.
N#Cc1c(-c2ccco2)no[n+]1[O-] was read as APEX1 inh inconclusive.
`CC(=O)[C@H]1CC[C@H]2[C@@H]3CC[C@@H]4C[C@H](O)CC[C@]4(C)[C@H]3CC[C@]12C` gave APEX1 inh 11%.
For O=C(Cl)C(Cl)(Cl)Cl the results were APEX1 inh -5%.
`ClC1=C(Cl)C2(Cl)C3C(Cl)C(Cl)CC3C1(Cl)C2(Cl)Cl` (stereo unspecified) gave APEX1 inh 3%.
Screening CC(Cl)CCl (stereo unspecified) returned APEX1 inh -4%.
ClC(Cl)=C(Cl)C(Cl)=C(Cl)Cl was read as APEX1 inh -1%.
`N#CC(O)c1ccccc1` (stereo unspecified) gave APEX1 inh 4%.
[CH3][Hg][Cl] was read as APEX1 inh 14%.
CCCCCCCCCCCCCl was read as APEX1 inh 0%.
`ClC(Br)Br` gave APEX1 inh 0%.
CN=C=O was read as APEX1 inh 5%.
`CCN1C[C@]2(COC)[C@H](O)C[C@H](OC)[C@@]34[C@@H]5C[C@@]6(O)[C@H](OC(=O)c7ccccc7)[C@@H]5[C@@](OC(C)=O)([C@@H]([C@H](OC)[C@H]23)[C@@H]14)[C@@H](O)[C@@H]6OC` gave APEX1 inh 3%.
Screening BrCCBr returned APEX1 inh 1%.
`CCCSC(=O)Cl` gave APEX1 inh -1%.
For O=C(CCl)c1ccccc1 the results were APEX1 inh -3%.
For COc1ccc(OC)c([C@@H](O)[C@H](C)N)c1 the results were APEX1 inh 1%.
Screening CC(C)(COCC1CO1)COCC1CO1 (stereo unspecified) returned APEX1 inh 16%.
Screening ClCCBr returned APEX1 inh 6%.
Screening Cc1cc(Cl)ccc1O returned APEX1 inh 2%.
Screening CC(C)(C)OOC(C)(C)C returned APEX1 inh 23%.
CC(Cl)(Cl)Cl was read as APEX1 inh 15%.
COC1=CC(=O)O[C@@H](/C=C/c2ccc3c(c2)OCO3)C1 was read as APEX1 inh 8%.
`ClCc1ccccn1` gave APEX1 inh 4%.
`OC(c1ccc(Cl)cc1)(c1ccc(Cl)cc1)C(Cl)(Cl)Cl` gave APEX1 inh -1%.
Screening O=[N+]([O-])c1cccc2ccccc12 returned APEX1 inh -1%.
C=CCCC#N was read as APEX1 inh -2%.
For CCC12CCN(CCc3ccc(F)cc3)CC1Oc1c(O)cccc12 (stereo unspecified) the results were APEX1 inh 51%[activator].
`Clc1ccc(C(c2ccccc2Cl)C(Cl)(Cl)Cl)cc1` (stereo unspecified) gave APEX1 inh 12%.
CC(=O)OCc1ccc2c(c1)OCO2 was read as APEX1 inh 14%.
C=C(Cl)Cl was read as APEX1 inh 2%.
ClC(Cl)(Cl)C(Cl)(Cl)Cl was read as APEX1 inh 4%.
`Nc1cc(Cl)ccc1O` gave APEX1 inh 5%.
`CCCCCCCCCCCOC(=O)c1ccccc1C(=O)OCCCCCCCCCCC` gave APEX1 inh 6%.
Screening CCCCC(=O)Cl returned APEX1 inh 1%.
Cl/C=C/Cl was read as APEX1 inh -2%.
C=C(Cl)CCl was read as APEX1 inh 3%.
Screening Nc1ccc(Oc2ccc(N)cc2)cc1 returned APEX1 inh 5%.
`S=C=Nc1cccc2ccccc12` gave APEX1 inh 2%.
`C=C(C)C(=O)CP(=O)(OCC)OCC` gave BLM helicase inh 5% and APEX1 inh 7%.

Nothing new here: entries from further up.
C=CCCC#N was read as APEX1 inh -2%.
For CCC12CCN(CCc3ccc(F)cc3)CC1Oc1c(O)cccc12 (stereo unspecified) the results were APEX1 inh 51%[activator].

Continuation:
Screening CC/C=C\C/C=C\C/C=C\C/C=C\C/C=C\CCCC(N)=O returned BLM helicase inh 3% and APEX1 inh 15%.
CCC/C=C(\CCC)C(NP(=O)(c1ccccc1)c1ccccc1)c1ccccc1 (stereo unspecified) was read as BLM helicase inh -14%, Apoferritin bind -14% and APEX1 inh -8%.
Screening CC1Cc2c(cnc3c2CN(C)CC3)CO1 (stereo unspecified) returned BLM helicase inh 3%[12.4 µM], Apoferritin bind -2%[15.3 µM] and APEX1 inh 43%[activator][12.4 µM].
CCCN1[C@H](C(=O)OC)C[C@@H]2CC[C@@H](O)C[C@@H]21 was read as BLM helicase inh -4%, Apoferritin bind -5% and APEX1 inh -7%.
COC(=O)[C@@H]1C[C@H]2CC[C@H](O)C[C@H]2N1CC1CC1 was read as BLM helicase inh -1%, Apoferritin bind -10% and APEX1 inh -2%.
For CC1N(P(=O)(c2ccccc2)c2ccccc2)CC(O)(c2ccccc2)CC12CC2 (stereo unspecified) the results were BLM helicase inh -5%, Apoferritin bind -2% and APEX1 inh -8%.
Screening Cc1[nH]cnc1CCN returned BLM helicase inh -7%, Apoferritin bind 0% and APEX1 inh 1%.
`O=C1NO[C@@H]2CN[C@@H](C(=O)O)[C@H]12` gave BLM helicase inh 1%, Apoferritin bind -7% and APEX1 inh -12%.
Screening COC(=O)[C@H]1[C@@H](c2ccccc2)[C@@]2(c3ccccc3)Oc3ccccc3[C@@]1(O)[C@@H]2O returned BLM helicase inh 1%[12.4 µM], Apoferritin bind -7%[15.3 µM] and APEX1 inh 29%[12.4 µM].
Screening CNC(=O)[C@H]1C[C@@H]1[C@H](NP(=O)(c1ccccc1)c1ccccc1)c1ccccc1 returned BLM helicase inh 2%, Apoferritin bind -11% and APEX1 inh -3%.
COC(=O)[C@@H]1C[C@@]2(O)[C@H](O)[C@H](O)[C@H](O)C[C@H]2N1Cc1cccnc1 was read as BLM helicase inh -3%, Apoferritin bind 0% and APEX1 inh 11%.
Screening CC(=O)OCC(N)C(=O)c1ccccc1 (stereo unspecified) returned BLM helicase inh 5%, Apoferritin bind -2% and APEX1 inh 0%.
Cc1cccc(NC(=O)N[C@@H]2N=C(c3ccccc3)c3ccccc3N(CC(=O)c3ccccc3C)C2=O)c1 was read as BLM helicase inh -6%, Apoferritin bind -11% and APEX1 inh -4%.
`N#C/C(=C/c1ccc(O)c(O)c1)C(N)=S` gave POLK inh 1.7µM*.
`CC(=O)OCC1=C(C(=O)O)N2C(=O)[C@@H](NC(=O)CCC[C@@H](N)C(=O)O)[C@H]2SC1` gave POLK inh 6%[60.1 µM].
Screening CC(C)CCC(=O)OC1CCC2C3CCC4=CC(=O)CC[C@]4(C)C3CC[C@]12C (stereo partly specified) returned POLK inh 2%[19.4 µM].
N=C(N)c1ccc(CS(=O)(=O)F)cc1 was read as POLK inh -9%[60.1 µM].
CCN1C[C@@]2(COC)C3[C@@H](OC)C4[C@@H]1C3([C@@H]1C[C@]3(O)[C@H](OC(=O)c5ccccc5)[C@@H]1[C@]4(OC(C)=O)[C@@H](O)[C@@H]3OC)[C@H](OC)C[C@H]2O was read as POLK inh -9%[60.1 µM].
C[C@]12CCC3C(CCC4=C(Cl)C(=O)CC[C@@]43C)C1CCC2O (stereo partly specified) was read as BLM helicase inh 2% and POLK inh -3%[19.4 µM].
`C[N+](C)(C)CCOC(=O)C(O)(c1ccccc1)c1ccccc1` gave BLM helicase inh 4% and POLK inh -1%[19.4 µM].
O=C1CC2OCC=C3CN4CCC56c7ccccc7N1C5[C@H]2[C@H]3C[C@H]46 (stereo partly specified) (tested in a mixture with another compound) was read as BLM helicase inh -2% and POLK inh 5%[19.4 µM].
CC(C)(C)NCC(O)c1cc(Cl)c(N)c(C(F)(F)F)c1 (stereo unspecified) was read as BLM helicase inh 3% and POLK inh 6%[19.4 µM].
Screening c1ccc(C2(N3CCCC3)CCCCC2)cc1 returned BLM helicase inh 0% and POLK inh -2%[19.4 µM].
Screening CC/C(=C(/CC)c1ccc(OP(=O)(O)O)cc1)c1ccc(OP(=O)(O)O)cc1 returned BLM helicase inh inconclusive and POLK inh -3%[19.4 µM].
`CN1C(=S)CN=C(c2ccccc2)c2cc(Cl)ccc21` gave BLM helicase inh -1% and POLK inh -1%[19.4 µM].
C=C1Nc2ccccc2C(=O)N1c1ccccc1C was read as BLM helicase inh -1% and POLK inh 1%[19.4 µM].
Screening COc1cc(N)c(Cl)cc1C(=O)N[C@@H]1CN2CCC1CC2 returned BLM helicase inh -5% and POLK inh -1%[19.4 µM].
Nc1nc(O)c(-c2ccccc2)o1 was read as BLM helicase inh 4% and POLK inh -3%[19.4 µM].
C[C@@H]1O[C@@H](O[C@H]2C[C@@H](O)[C@@]3(CO)[C@H]4[C@H](O)C[C@]5(C)[C@@H](C6=CC(=O)OC6)CC[C@]5(O)[C@H]4CC[C@@]3(O)C2)[C@@H](O)[C@H](O)[C@H]1O was read as BLM helicase inh -11% and POLK inh -12%[60.1 µM].
`NC[C@@H]1O[C@H](OC2[C@@H](CO)O[C@@H](OC3[C@H](O)[C@H](N)C[C@H](N)[C@H]3OC3O[C@H](CO)[C@@H](O)[C@H](O)[C@@H]3N)[C@H]2O)C(N)[C@H](O)[C@@H]1O` (stereo partly specified) gave BLM helicase inh 3% and POLK inh -6%[60.1 µM].
`C=C[C@@H]1CN2CC[C@H]1C[C@H]2[C@H](O)c1ccnc2ccccc12` gave BLM helicase inh -7% and POLK inh 6%[60.1 µM].
For CNC(=O)Oc1ccccc1C(=O)Nc1ccccc1 the results were BLM helicase inh 0% and POLK inh 0%[19.4 µM].
Screening C[C@]12Cc3nonc3C[C@@H]1CC[C@@H]1[C@@H]2CC[C@@]2(C)[C@H]1CC[C@]2(C)O returned BLM helicase inh -7% and POLK inh 1%[19.4 µM].
C[N+]1(C)CCCCC1COC(=O)C(O)(c1ccccc1)c1ccccc1 (stereo unspecified) was read as BLM helicase inh -9% and POLK inh -1%[19.4 µM].
Screening C[N+]1(CCC(C(N)=O)(c2ccccc2)c2ccccc2)CCCCC1 returned BLM helicase inh 4% and POLK inh 5%[19.4 µM].
For CN1C(=O)CC(=O)N(c2ccccc2)c2cc(Cl)ccc21 the results were BLM helicase inh 3% and POLK inh 5%[19.4 µM].
`CC[N+]1(CCOC(=O)C(O)(c2ccccc2)c2ccccc2)CCCCC1` gave BLM helicase inh 1% and POLK inh 1%[19.4 µM].
C#CC(C)(O)CC (stereo unspecified) was read as BLM helicase inh 3% and POLK inh 4%[19.4 µM].
CCC1(CC)C(=O)NC(=O)N(C)C1=O was read as BLM helicase inh 0% and POLK inh -11%[19.4 µM].
For CC1(C)S[C@@H]2[C@H](N)C(=O)N2C1C(=O)O (stereo partly specified) the results were BLM helicase inh 1%[21.4 µM] and POLK inh -2%[12 µM].
Screening CCN(CC)C(=O)/C(Cl)=C(\C)OP(=O)(OC)OC returned BLM helicase inh -4% and POLK inh 3%[60.1 µM].
O=c1n(Cl)c(=O)n(Cl)c(=O)n1Cl was read as BLM helicase inh -5% and POLK inh 0%[60.1 µM].
CCCCCCCCCC(=O)O[C@H]1CC[C@H]2[C@@H]3CCC4=CC(=O)CC[C@]4(C)[C@H]3CC[C@]12C was read as BLM helicase inh -3% and POLK inh -14%[60.1 µM].

Taken from above (11 entries):
For Cc1ccc2ccccc2c1 the results were APEX1 inh 5%.
CC1CC(=O)O1 (stereo unspecified) was read as APEX1 inh 1%.
For CC(=O)[O-].CC(=O)[O-].O.O.[Cd+2] the results were APEX1 inh 0.79µM*.
Screening C=CCBr returned APEX1 inh 3%.
`Cc1ccc(OP(=O)(Oc2ccc(C)cc2)Oc2ccc(C)cc2)cc1` gave APEX1 inh -7%.
`FC(F)(F)c1ccc(Cl)cc1` gave APEX1 inh 1%.
N#Cc1c(-c2ccco2)no[n+]1[O-] was read as APEX1 inh inconclusive.
`CC(=O)[C@H]1CC[C@H]2[C@@H]3CC[C@@H]4C[C@H](O)CC[C@]4(C)[C@H]3CC[C@]12C` gave APEX1 inh 11%.
For O=C(Cl)C(Cl)(Cl)Cl the results were APEX1 inh -5%.
`ClC1=C(Cl)C2(Cl)C3C(Cl)C(Cl)CC3C1(Cl)C2(Cl)Cl` (stereo unspecified) gave APEX1 inh 3%.
Screening CC(Cl)CCl (stereo unspecified) returned APEX1 inh -4%.
